# High-throughput results deposited in PubChem by several laboratories.
# Dynein cargo inh = dynein cargo transport inhibition. 3617.4 mouse cells, GR-EGFP nuclear translocation imaging; test concentration mostly 20 µM; stimulated with dexamethasone, 1 µM; active compounds read low. z-score, hits read low. 0.47% of 220,000 active. AID 1381;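 active = plate z-score of nuclear minus cytoplasmic receptor signal below a set negative limit, without overly bright fluorescence or cell loss, cut at about -3.5 in these data, passing the limit was not always enough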;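 also: z-score of nuclear minus cytoplasmic ring GR-EGFP intensity difference per well; some compounds called inactive have numbers as strong as hits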
#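 Buffer or medium: Induction medium lacking tetracycline, stripped serum | Also added: Dexamethasone agonist, 1.0 µM final, for 30 min | Timing: 48 h induction, 1 h compound, 30 min dex at 37 °C | Detection: Formaldehyde fixation, Hoechst nuclear stain, 10x automated fluorescence imaging | Measure: Nuclear versus cytoplasmic GR-EGFP signal, averaged per well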
# Lipid droplet = modulators of hepatic lipid droplet formation; AML12 mouse hepatocytes, oleate lipid droplets, BODIPY imaging; inhibition, % at 6.5 µM; 0.4% of 240,000 active; AID 1656;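 active = lipid droplet intensity inhibited by at least 50%, with more than 500 cells counted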
#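 Test system: AML12 hepatocytes (mouse); reagent: oleate loading, 100 µM; dosing: one dose, 6.5 µM compound; incubation: overnight exposure; signal: fluorescence imaging, 20x objective, two fields per well; read-out basis: % inhibition of corrected integrated BODIPY droplet signal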
# MT stabilizer = microtubule stabilizers in HeLa cells; HeLa tubulin immunostaining HCS, 24 h; share of cells brighter than vehicle mean+2SD; % tubulin-high responders, % at 10 µM; 0.83% of 200,000 active; AID 2205;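 active = plate Z-score above 3 for both tubulin-high and condensed-nucleus cell shares, with cell loss under 80%, at 10 µM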;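 also: anti alpha tubulin signal scored within the nucleus-defined area of each cell; some results filed as inactive read as strong as hits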
# TNAP activation fold = human TNAP enzyme activators, primary screen, biochemical, luminescent, no phosphate acceptor, uHTS (AID 1001). purified TNAP, luminescent activation assay, no phosphate acceptor; higher activation fold means a stronger effect. activation fold at 20 µM; hits with a dose series show EC50 in µM. 0.03% of 200,000 active; in the data active = activation fold from about 3, or a potency from the dose series; inactive = the rest, 99 in 100 with activation fold below about 1.6; also: many of its hits are not listed in these tables
# PMI inhibitors = MPI enzyme activity inhibition – biochemical, fluorescence intensity, coupled assay, primary screen (AID 1209). purified PMI enzyme, coupled fluorescence intensity; higher % means a stronger effect. inhibition, % at 20 µM; hits with a dose series show IC50 in µM. 0.42% of 190,000 active; in the data active = inhibition above about 50%;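 also: plate controls were DMSO vehicle for no effect and wells lacking substrate for full effect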
# Myeloid diff MLP = myeloid differentiation induction; ER-HoxA9 myeloid progenitors, lysozyme-GFP differentiation, flow cytometry; calls only at 10 µM; 1% of 360,000 active; AID 624256;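 active = normalized GFP-positive differentiation at or above the plate's own cutoff, the solvent-only control mean plus 3 SD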;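 also: cells exposed to compound for four days before flow analysis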
# b-catenin transl = modulators of beta-catenin nuclear translocation; HeLa beta-catenin nuclear translocation, immunofluorescence imaging; nuclear translocation activity, % at 5 µM; 0.3% of 190,000 active;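 active = nuclear translocation activity above 50% at 5 µM, with a well cell count of 50 or more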;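 also: per-cell ratio of nuclear to cytoplasmic median beta-catenin stain intensity; plate controls were DMSO negative control for no effect and GSK-3 inhibitor IX positive control for full effect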
#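 Read-out: Nuclear/cytoplasmic beta-catenin signal ratio, % activation | Assay system: Human HeLa cell line | Times: 24 h compound exposure at 37°C, 5% CO2 | Signal: Fluorescence imaging of beta-catenin antibody stain plus DAPI | Dosing: 5 µM primary, 0.02–20 µM confirmation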
# Ins promoter up = MIN6 insulin promoter up-regulation. z-score at 5 µM. MIN6 insulin promoter-GFP reporter, high-content imaging; active compounds read high. 0.3% of 190,000 active;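 active = z-score above 3 at 5 µM with at least 500 cells counted in the well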
# T cell modulator = T cell immune modulators affecting CD8 T cell-vesicle binding. 2C CD8+ T cell-vesicle binding, flow cytometry; active compounds read low. AID 2052. calls only at 7 µM. 0.068% of 330,000 active;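 active = response, share of CD8 T cells binding vesicles, and their 90th percentile fluorescence all below set limits, cut at about 80% in these data, passing the limit was not always enough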
#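 Test system: purified 2C TCR transgenic mouse naive CD8+ T cells. Probe or stimulus: QL9-peptide-loaded Drosophila micro-vesicles bearing Ld, ICAM-1 and B7-1. Incubation: binding step 1.5 h, 37 °C, antibody labelling 20 min, ice. Measured by: flow cytometry of vesicle-bound cells.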
# Dynein cargo inh cytoplasmic EGFP = recorded beside Dynein cargo inh, whose call it bears; z-score; measured here: cytoplasmic GR-EGFP intensity; active compounds read high
# Dynein cargo inh nuclear GR-EGFP = also measured in Dynein cargo inh; calls as there; z-score; measured here: nuclear GR-EGFP intensity;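 lower value marks the stronger effect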
# Dynein cargo inh cell count = recorded beside Dynein cargo inh, whose call it bears; z-score; measured here: cell count per field
# Ins promoter up cell count = also measured in Ins promoter up; calls as there; cell count; measured here: cytotoxicity, nuclei count;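 total cells summed across four imaged fields per well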
# Lipid droplet cells 6.5 µM = also measured in Lipid droplet; calls as there; cell count; measured here: cell count, cytotoxicity flag;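 cells counted across two imaged fields per well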
# b-catenin transl cell count 5 µM = recorded beside b-catenin transl, whose call it bears; cell count; measured here: cell count, cytotoxicity flag
# T cell modulator vesicle-bound % = further read-out of T cell modulator, marked with its call; double positive events, %; measured here: CD8+ vesicle-bound cell fraction;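 binding gate set so that unloaded-vesicle control wells show 10% double positive cells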
# MT stabilizer Hoechst-high % = further read-out of MT stabilizer, marked with its call; % Hoechst-high responders; measured here: nuclear condensation Hoechst responders;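 share of cells brighter than vehicle mean plus two SD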
# MT stabilizer cytotoxicity % = further read-out of MT stabilizer, marked with its call; toxicity, %; measured here: cytotoxicity by cell density;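 0% = mean cell density of plate MIN control wells and 100% = no cells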
# Myeloid diff MLP GFP+ MAC1+ % = further read-out of Myeloid diff MLP, marked with its call; GFP+ MAC1+ double positive, %; measured here: differentiation confirmed by MAC1 staining
# * = called active by the depositor; i = inactive; · = not tested or not shown; + = active, no number.
SMILES,Dynein cargo inh,Dynein cargo inh cytoplasmic EGFP,Dynein cargo inh nuclear GR-EGFP,Dynein cargo inh cell count,Lipid droplet,Lipid droplet cells 6.5 µM,MT stabilizer,MT stabilizer Hoechst-high %,MT stabilizer cytotoxicity %,TNAP activation fold,PMI inhibitors,Myeloid diff MLP,Myeloid diff MLP GFP+ MAC1+ %,b-catenin transl,b-catenin transl cell count 5 µM,Ins promoter up,Ins promoter up cell count,T cell modulator,T cell modulator vesicle-bound %
COc1ccc2c(c1)CCc1cc(C(=O)O)sc1-2,-0.031,-0.75,0.18,-0.71,12,711,·,·,·,·,·,i,0.4,-1.4,1295,-0.65,1215,i,27
Cc1cc(=O)[nH]c(N/N=C/c2ccccn2)n1,2.4,-0.19,1.4,-1.9,1,527,9.5,14,19,1.7,-3%,i,2.6,6.1,755,0.33,1426,i,47
CC(C)C(=O)Nc1ccc(NC(=O)c2cccs2)cn1,-0.65,-0.32,0.46,0.57,·,·,2.7,2.8,6.7,1.1,-6%,i,0.4,-2.3,804,0.44,1112,i,19
N#CCc1ccc(C(=O)c2ccccc2)s1,-0.56,-0.24,-0.79,1.2,0,648,0.7,1.2,8.5,1.1,5%,i,0.6,-1.3,1090,1.2,1887,i,28
COc1cccc(NC(=O)/C=C/c2ccccc2[N+](=O)[O-])c1,0.096,-0.31,-0.11,-0.12,9,679,4.1,2.7,8.2,1,12%,i,0.6,0.4,907,0.17,1200,i,51
CCOc1ccc(C(C)C)cc1S(=O)(=O)n1ccnc1C,0.031,-0.27,0.12,0.35,4,698,2.5,1.1,7.2,1.1,1%,i,0.6,-2.7,1095,-0.39,1566,i,26
Cc1ccc2nsnc2c1S(=O)(=O)NC1CC1,-0.45,-0.27,-0.36,1,-4,718,2.0,2.6,6.3,1,9%,i,5.2,-4.4,1134,0.01,1168,i,33
NC(=O)C1(N2CCCCC2)CCN(C(=S)Nc2ccc(Cl)cc2)CC1,-0.25,-0.18,-0.65,0.33,·,·,0.5,1.8,9.4,1,-3%,i,0.8,·,·,·,·,·,·
CC1(C)CC(=O)C2=C(C1)NC(SCC(=O)Nc1ccccc1)=C(C#N)C21CCCCC1,0.51,-0.22,0.29,-0.42,·,·,4.9,2.9,9.9,1.2,17%,i,0.6,-2.2,1097,-0.02,1033,i,44
O=C(/C=C/Nc1ccc([N+](=O)[O-])cc1Br)c1cccc2ccccc12,-0.37,0.0078,0.17,0.25,5,682,1.4,3.1,6.9,1,8%,i,0.4,-0.4,1001,-0.03,1262,i,24
O=C(NCc1ccc(Cl)s1)c1cc(COc2c(F)cccc2F)on1,-0.97,-0.072,-0.66,-0.059,-3,715,1.1,1.5,4.1,1.1,7%,i,0.5,-0.5,926,·,·,i,51
CSc1nc(NC(C)=O)nc(C)c1Cl,-0.88,-0.28,-0.24,0.97,5,734,2.9,2.4,4.8,1,-7%,i,0.8,·,·,-0.17,1315,·,·
CCN(CC)S(=O)(=O)c1ccc2[nH]cc(C(=O)NCCC3=CCCCC3)c(=O)c2c1,-0.25,-0.3,0.17,0.88,-5,792,33*,12*,54*,1.1,16%,i,1.5,0.4,1145,-6.4,727,i,48
COC(=O)CC1C(=O)NCCN1C(=O)CSc1nc2ccc([N+](=O)[O-])cc2s1 (stereo not drawn),-0.22,-0.26,0.39,0.09,-5,692,2.5,2.2,4.9,1,-6%,i,0.3,-0.1,1058,-0.09,1243,i,18
Cc1nc2cc(NC(=O)N3CCN(c4ccccn4)CC3)ccc2o1,-0.25,-0.25,0.25,-0.46,4,775,2.0,0.3,54,1.1,8%,i,5.0,2.1,1173,-0.06,1253,i,32
Cc1nnc(SCC(=O)Nc2cc(C(F)(F)F)ccc2N2CCOCC2)o1,0.5,-0.24,0.26,-0.29,1,742,3.6,1.9,3.4,1.2,6%,i,0.7,·,·,0.35,1214,i,25
CCN(CC)C(=O)C1CCCN(C/C(C)=C/c2ccccc2)C1 (stereo not drawn),-0.42,-0.26,-0.45,0.58,·,·,3.1,2.9,12,1.1,10%,i,12,-5.7,905,1.2,1071,i,29
CCOc1cc(C)c(Cl)cc1S(=O)(=O)NCc1ccc2c(c1)OCO2,-0.13,-0.043,0.44,-2.7,-12,753,35*,17*,30*,1.1,12%,i,1.6,3.9,1124,-0.53,1190,i,13
CCN(c1ccc(NC(=O)COC(=O)CCc2nc3ccccc3n2-c2ccccc2)cc1)C(C)C,-0.14,-0.26,0.07,0.74,-1,652,2.0,2.1,8.3,1.1,16%,i,1.3,-0.7,1100,0.43,1438,i,50
O=C(NNC(=S)NC1CC2C=CC1C2)c1ccncc1 (stereo not drawn),0.39,-0.27,0.1,-0.38,-8,734,·,·,·,·,·,i,0.4,0.8,1315,-0.13,1132,i,44
Cc1ccc(C2C(C#N)=C(N)SC(N)=C2C#N)c(C)c1,0.13,1,1.1,-0.62,·,·,2.0,1.8,2.8,1.1,-22%,+,3.0*,-5.2,1030,·,·,i,32
O=c1c2cn[nH]c2nc(SCc2ccc3c(c2)OCCO3)n1-c1ccccc1,-0.42,-0.025,-0.36,0.67,0,756,3.2,1.9,18,1.2,13%,i,0.9,·,·,-0.86,818,i,35
Nc1ccc2nc(NC(=O)C3CCCCC3)sc2c1,-0.77,-0.071,-0.52,-1.1,7,709,5.5,4.0,2.0,1.1,5%,i,0.2,2.6,1516,·,·,i,36
COc1ccc(/C=C/C(=O)OCC(=O)Nc2ccc(N3CCOCC3)cc2)cc1,1.4,-0.23,0.3,-0.071,4,683,3.4,1.9,0.6,1,-7%,i,0.3,-3.2,1074,0.18,1256,i,10
COc1ccc(NC(=O)C(c2ccccc2)c2ccccc2)cn1,0.25,-0.27,0.62,0.19,-7,680,3.5,1.4,15,1.1,7%,i,0.1,-5.3,1198,-0.4,1725,i,50
COc1ccccc1C(CNC(=O)c1ccc(S(=O)(=O)NCc2ccco2)cc1)N(C)C (stereo not drawn),-0.3,-0.21,-0.08,0.34,-13,578,1.7,2.1,6.6,1,-6%,i,1.2,-4.5,1185,·,·,i,13
COc1ccc(OC)c(Cc2nnc(CCC(=O)NCc3ccsc3)o2)c1,-0.2,-0.13,0.22,0.92,8,710,·,·,·,1,-3%,i,0.3,1.0,1009,0.12,1484,i,40
CCOc1ccccc1N/C=C/C(=O)C(C)(C)C,-0.016,-0.24,0.14,0.091,-6,722,3.4,2.8,1.6,1,8%,i,0.5,-1.5,1262,0.7,1263,i,22
COc1ccc2nc(NC(=O)c3ccc(NS(=O)(=O)c4cccs4)cc3)sc2c1,0.33,-0.098,0.069,-1.3,-1,565,3.1,2.3,2.1,1.1,22%,i,0.5,-0.5,895,·,·,i,49
CC1CCc2nn(CC(=O)NCc3ccc(F)cc3)cc2C1 (stereo not drawn),-2.7,-0.34,-1.4,9.5,-96,525,2.3,2.9,3.8,1.1,6%,i,2.0,-0.5,1162,0.31,1867,i,34

# Rewritten as tab-separated lines: 2 of the compounds above.
SMILES	Dynein cargo inh	Dynein cargo inh cytoplasmic EGFP	Dynein cargo inh nuclear GR-EGFP	Dynein cargo inh cell count	Lipid droplet	Lipid droplet cells 6.5 µM	MT stabilizer	MT stabilizer Hoechst-high %	MT stabilizer cytotoxicity %	TNAP activation fold	PMI inhibitors	Myeloid diff MLP	Myeloid diff MLP GFP+ MAC1+ %	b-catenin transl	b-catenin transl cell count 5 µM	Ins promoter up	Ins promoter up cell count	T cell modulator	T cell modulator vesicle-bound %
CC1(C)CC(=O)C2=C(C1)NC(SCC(=O)Nc1ccccc1)=C(C#N)C21CCCCC1	0.51	-0.22	0.29	-0.42	·	·	4.9	2.9	9.9	1.2	17%	i	0.6	-2.2	1097	-0.02	1033	i	44
O=C(/C=C/Nc1ccc([N+](=O)[O-])cc1Br)c1cccc2ccccc12	-0.37	0.0078	0.17	0.25	5	682	1.4	3.1	6.9	1	8%	i	0.4	-0.4	1001	-0.03	1262	i	24

# Continued.
SMILES,Dynein cargo inh,Dynein cargo inh cytoplasmic EGFP,Dynein cargo inh nuclear GR-EGFP,Dynein cargo inh cell count,Lipid droplet,Lipid droplet cells 6.5 µM,MT stabilizer,MT stabilizer Hoechst-high %,MT stabilizer cytotoxicity %,TNAP activation fold,PMI inhibitors,Myeloid diff MLP,Myeloid diff MLP GFP+ MAC1+ %,b-catenin transl,b-catenin transl cell count 5 µM,Ins promoter up,Ins promoter up cell count,T cell modulator,T cell modulator vesicle-bound %
COc1ccc(C2(C(=O)O)CCCC2)cc1,-0.4,-0.27,-0.066,0.39,2,717,4.3,2.4,7.6,1.1,10%,i,7.1,-1.6,1110,0.25,1303,i,45
Cc1cc(=O)[nH]c(N2CCc3ccccc3C2)n1,-0.22,-0.26,-0.027,0.93,-6,782,2.4,1.4,5.7,1.1,10%,i,1.2,-3.6,1253,-0.1,841,i,41
Cc1ccnc(NS(=O)(=O)c2ccc(NC(=O)CN3C(=O)CCC3=O)cc2)n1,0.27,-0.2,0.18,-0.53,5,677,2.7,2.8,8.2,1.1,-9%,i,0.1,-0.7,1070,-0.57,1153,i,50
CCOC(=O)C1(C)NC(c2ccco2)C2C(=O)N(c3ccccc3)C(=O)C21 (stereo not drawn),0.13,-0.22,-0.18,0.46,4,626,4.6,2.7,7.6,1.1,-9%,i,0.2,-1.2,1060,0.81,1296,i,30
